Screening results as filed in PubChem BioAssay.
HCMV antiviral – qHTS Assay for inhibitors of the human cytomegalovirus (HCMV) | HFF cells, HCMV-luciferase reporter, 72 h; hits give low values | activity change, negative = inhibition, % at 57.5 µM | AID 1259415, 2018 | 410,000 compounds, 4.5% hits; in the data active = activity change below about -60%; inconclusive = no clear call, values can overlap the other calls; inactive = above about -39%
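Cell-based, HFFs, 1000 cells/well, 16 h 37C; cpds in DMSO + HCMV-luc, MOI 1 PFU/cell; 72 h 37C; OneGlo luminescence after 5 min RT; norm. to buffer vs Salinomycin 10uM.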
FBPA Giardia inh – qHTS Assay for Inhibitors of Fructose-1,6-bisphosphate Aldolase from Giardia Lamblia | A8B2U2 | purified Giardia FBPA | Potency, µM (doses to about 59.6 µM), for the others: at the top dose activity, negative = inhibition, most hits filed as inhibitors | 290,000 compounds, 0.71% hits | AID 2451, 2010; also: potency is read from the fitted curve at half-maximal effect; nearly all actives have a fitted effect of over 55% in size
Target sequence (A8B2U2 whole entry, looked up): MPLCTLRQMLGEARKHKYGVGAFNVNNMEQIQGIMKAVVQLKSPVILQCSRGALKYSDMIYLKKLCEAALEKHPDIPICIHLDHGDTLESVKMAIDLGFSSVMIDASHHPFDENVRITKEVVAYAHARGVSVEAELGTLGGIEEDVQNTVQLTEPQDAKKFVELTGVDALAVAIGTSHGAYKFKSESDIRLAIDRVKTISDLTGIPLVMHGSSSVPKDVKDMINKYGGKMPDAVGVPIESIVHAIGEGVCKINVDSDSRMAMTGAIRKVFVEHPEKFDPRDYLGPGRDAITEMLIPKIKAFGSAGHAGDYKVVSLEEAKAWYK
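40 nM FBPA preincubated 10 min at RT with compound (up to 57.5 uM final), then substrate plus GAPDH/TPI/NAD/arsenate coupling and diaphorase/resazurin added. Fluorescence read after 20 min at RT, 525/598 nm.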
HCV inhibitor – qHTS Assay for Inhibitors of Hepatitis C Virus (HCV) | 340,000 compounds, 3.4% hits | Huh7.5.1 HCVcc-Cre infection, luciferase reporter, 44 h | AID 651820, 2012 | Potency, µM (top dose mostly 41.8 µM), inactives show at the highest dose activity change, negative = inhibition, most hits filed as inhibitors; also: potency is read from the fitted curve at half-maximal effect
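Infectious HCV cell culture screen: compound-treated cells (1,000/well, pre-plated 4 h) are infected with HCVcc-Cre at roughly 0.5 moi and grown 44 h. Infection is quantified by luciferase signal after 15 min substrate incubation at room temperature.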
AmpC detergent – qHTS Inhibitors of AmpC Beta-Lactamase (assay with detergent). P00811. AmpC hydrolysis of nitrocefin, absorbance 480 nm, 0.01% Triton. Potency, µM (titrated, usually from 114 µM), without a hit: top-dose activity change, negative = inhibition, most hits filed as inhibitors. 370,000 compounds, 0.041% hits;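 also: potency is read from the fitted curve at half-maximal effect; 0% = no-compound wells and -100% = no-enzyme wells; nearly all actives have a fitted effect of over 25% in size; some results filed as inactive show a strong effect at the top dose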
Target sequence (P00811 whole entry, looked up): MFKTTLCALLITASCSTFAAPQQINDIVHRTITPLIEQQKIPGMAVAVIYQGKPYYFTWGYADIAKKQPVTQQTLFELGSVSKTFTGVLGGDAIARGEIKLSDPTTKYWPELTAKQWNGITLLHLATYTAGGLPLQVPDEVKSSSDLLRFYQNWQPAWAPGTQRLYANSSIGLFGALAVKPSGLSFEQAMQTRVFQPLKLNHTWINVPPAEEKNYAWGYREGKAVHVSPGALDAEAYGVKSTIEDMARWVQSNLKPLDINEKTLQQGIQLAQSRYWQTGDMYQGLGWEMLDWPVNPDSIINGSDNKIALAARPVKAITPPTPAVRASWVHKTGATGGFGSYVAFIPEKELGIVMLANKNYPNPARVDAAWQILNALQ
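20 mM phosphate pH 7.0 + 0.01% (detergent screen) or 0.0001% Triton X-100; 5.3 nM AmpC reagent; cpd preinc 15 min RT; nitrocefin (800 uM stock) to start; A480 q20 s × 4 min; Activity was normalised to no-enzyme and no-compound control wells.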
AMA1 RON2 block – qHTS for Inhibitors of AMA1-RON; Towards Development of Antimalarial Drug Lead: Primary Screen; Plasmodium falciparum AMA1 (3D7) - RON2 peptide interaction; AlphaScreen AMA1-biotinylated RON2 peptide binding; Potency, µM (titrated, usually from 58.2 µM), for the others: top-dose activity change, negative = inhibition, hits mostly inhibitors; 360,000 compounds, 0.2% hits;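 also: potency is read from the fitted curve at half-maximal effect; 0% = vehicle wells and -100% = peptide control; nearly all actives have a fitted effect of over 45% in size; some results filed as inactive show a strong effect at the top dose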
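AMA1 (3D7) with his tag at 25 nM final met compounds first, then biotinylated RON2 peptide at 25 nM; detection used donor plus acceptor beads, 10 µg/mL apiece, read by AlphaScreen after 30 min at room temperature.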
Sm TGR inh – qHTS Assay for the Inhibitors of Schistosoma Mansoni Peroxiredoxins; purified TGR, DTNB reduction, TNB absorbance 405 nm; Potency, µM (highest dose often 114 µM), for the others: at the top dose activity change, negative = inhibition, most hits filed as inhibitors; 360,000 compounds, 3% hits; AID 485364, 2010; also: potency is read from the fitted curve at half-maximal effect; nearly all actives have a fitted effect of over 60% in size
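First, TGR (20 nM dispensed) and NADPH were mixed with compound. Second, a 15 min room-temperature incubation followed. Third, further NADPH and then DTNB were added to start the reaction. Finally, TNB absorbance was monitored kinetically.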
* = called active by the depositor; & = joins results of further samples. Unless noted, calls follow the shape of the dose curve; as a rule, active = well fitted curve in the direction sought with a large enough effect; inconclusive = small, poorly fitted or top-dose-only effect, or another doubt; inactive = no such curve, though single readings can be large; an effect the other way counts as inactive or inconclusive. Unless noted, % is scaled to controls: 0 for no effect and ±100 for the full control effect.

What do the screens show for `COc1cc(OC)cc(C(=O)Nc2ccc3nc4c(c(Nc5ccc(OC)c(OC)c5)c3c2)CCCC4)c1`?
HCMV antiviral: -105*; AmpC detergent: -9%; Sm TGR inh: -11%

What do the screens show for `CCn1c(-c2ccc(F)cc2)cnc1SCC(=O)N1CCc2ccccc21`?
FBPA Giardia inh: -3%; HCV inhibitor: 7%; AmpC detergent: 1%; Sm TGR inh: 11%

What do the screens show for `CCCCNc1c(-c2ccc(-c3ccc(C(C)=O)cc3)c(OC)c2)nc2cc(C)ccn12`?
HCMV antiviral: -93*; HCV inhibitor: inconclusive; AMA1 RON2 block: -10%

How did CCOC(=O)C1CCN(C(=S)NC2CCCC2)CC1 do in these assays?
HCMV antiviral: -29; FBPA Giardia inh: 1%; HCV inhibitor: 11%; AmpC detergent: -12%; AMA1 RON2 block: 12%; Sm TGR inh: 5%

Results for CC(=O)N1CCc2cc(S(=O)(=O)NC(CC(C)C)C(=O)NCCc3ccccc3)ccc21 (configuration not stated) ?
HCMV antiviral: 2; AmpC detergent: 1%; Sm TGR inh: 7%

How did CC1=C(C(=O)Nc2ccccc2)C(c2ccccc2C)n2ncc(C(=O)Nc3ccccc3)c2N1 (configuration not stated) do in these assays?
HCMV antiviral: inconclusive; AmpC detergent: -9%; Sm TGR inh: 3%

How did CCOC(=O)C1CCN(C(=O)c2cc3cc4cc(OC)ccc4nc3o2)CC1 do in these assays?
HCMV antiviral: 53; FBPA Giardia inh: -6%; HCV inhibitor: 7%; AmpC detergent: -3%; AMA1 RON2 block: 5%; Sm TGR inh: -9%

What do the screens show for `CC1Cc2nc(SCC(=O)NCC3CCCO3)n(C)c(=O)c2S1` (configuration not stated)?
HCMV antiviral: 24; FBPA Giardia inh: 4%; HCV inhibitor: 21%; AmpC detergent: -2%; AMA1 RON2 block: -2%; Sm TGR inh: -5%

How did CN(C)c1ccc(NC(=S)NC(=O)/C=C/c2ccco2)cc1 do in these assays?
HCMV antiviral: -10; FBPA Giardia inh: 6%; HCV inhibitor: -5%; AmpC detergent: 4%; AMA1 RON2 block: 5%; Sm TGR inh: -16%

Results for Cc1nn(C)c(Cl)c1CN1CCCC(CO)(Cc2ccccc2)C1 (configuration not stated) ?
HCMV antiviral: -8; FBPA Giardia inh: 2%; HCV inhibitor: inconclusive; AmpC detergent: 0%; AMA1 RON2 block: 0%; Sm TGR inh: -2%

What do the screens show for `Cc1nnc(SCC(=O)NC2CCCCC2C)s1` (configuration not stated)?
HCMV antiviral: -22; FBPA Giardia inh: -2%; HCV inhibitor: 10%; AmpC detergent: -3%; AMA1 RON2 block: -12%; Sm TGR inh: 17%

What do the screens show for `O=C(CCCC(=O)Nc1ccc(Br)cc1)N/N=C/c1ccccc1`?
HCMV antiviral: -12; FBPA Giardia inh: -12%; HCV inhibitor: 5%; AmpC detergent: 2%; AMA1 RON2 block: 18%; Sm TGR inh: -34%

Random excerpt: four compounds from above.
How did CN(C)c1ccc(NC(=S)NC(=O)/C=C/c2ccco2)cc1 do in these assays?
HCMV antiviral: -10; FBPA Giardia inh: 6%; HCV inhibitor: -5%; AmpC detergent: 4%; AMA1 RON2 block: 5%; Sm TGR inh: -16%

What do the screens show for `O=C(CCCC(=O)Nc1ccc(Br)cc1)N/N=C/c1ccccc1`?
HCMV antiviral: -12; FBPA Giardia inh: -12%; HCV inhibitor: 5%; AmpC detergent: 2%; AMA1 RON2 block: 18%; Sm TGR inh: -34%

What do the screens show for `COc1cc(OC)cc(C(=O)Nc2ccc3nc4c(c(Nc5ccc(OC)c(OC)c5)c3c2)CCCC4)c1`?
HCMV antiviral: -105*; AmpC detergent: -9%; Sm TGR inh: -11%

What do the screens show for `CC1Cc2nc(SCC(=O)NCC3CCCO3)n(C)c(=O)c2S1` (configuration not stated)?
HCMV antiviral: 24; FBPA Giardia inh: 4%; HCV inhibitor: 21%; AmpC detergent: -2%; AMA1 RON2 block: -2%; Sm TGR inh: -5%

New compounds follow:
What do the screens show for `Cc1cc2c(nc1C)CCCN2C[C@@H](C)O/N=C1/[C@H]2CCn3c(=O)n(-c4ccccc4)c(=O)n3[C@H]2[C@H](O)[C@@H]2O[C@H]12`?
FBPA Giardia inh: -15%; HCV inhibitor: inconclusive; AmpC detergent: -1%; AMA1 RON2 block: -2%; Sm TGR inh: inconclusive

What do the screens show for `CN=C1S/C(=C\c2cc(C)n(-c3ccccc3F)c2C)C(=O)N1C`?
HCMV antiviral: -66*; FBPA Giardia inh: -25%; HCV inhibitor: inconclusive; AmpC detergent: -5%; AMA1 RON2 block: 4%; Sm TGR inh: -26%

How did Cc1ccc2nc(-c3ccccc3)cc(C(=O)N3CC(C)OC(C)C3)c2c1 (configuration not stated) do in these assays?
HCMV antiviral: 2; HCV inhibitor: 25%; AmpC detergent: inconclusive; AMA1 RON2 block: -6%; Sm TGR inh: -16%

How did Cc1ccc(C(=O)c2ccccc2C(=O)OCC(=O)NC(=O)NC(C)(C)C)cc1 do in these assays?
HCMV antiviral: 52; FBPA Giardia inh: inconclusive; HCV inhibitor: 22%; AmpC detergent: -4%; AMA1 RON2 block: 4%; Sm TGR inh: -1%

Results for CCCn1c(N)c(N(CCOC)C(=O)c2cc3c(s2)CCC(CC)C3)c(=O)[nH]c1=O (configuration not stated) ?
HCMV antiviral: -6; HCV inhibitor: 7%; AmpC detergent: -1%; AMA1 RON2 block: 4%; Sm TGR inh: -4%

Results for O=C1OCCC1Sc1nnc(-c2cccs2)n1Cc1ccccc1 (configuration not stated) ?
HCMV antiviral: 56; FBPA Giardia inh: 1%; HCV inhibitor: 22%; AmpC detergent: -5%; AMA1 RON2 block: -9%; Sm TGR inh: 0%

What do the screens show for `Cn1c(=O)c2c(nc(NCCCO)n2CCc2ccccc2)n(C)c1=O`?
HCMV antiviral: 2; FBPA Giardia inh: -7%; HCV inhibitor: 12%; AmpC detergent: inconclusive; AMA1 RON2 block: 6%; Sm TGR inh: -29%

How did Cc1ccc(C(=O)N/C(=C/c2ccccc2F)C(=O)NCCCn2ccnc2)cc1 do in these assays?
HCMV antiviral: inconclusive; HCV inhibitor: 10%; AmpC detergent: inconclusive; AMA1 RON2 block: -15%; Sm TGR inh: 0%

Results for CCOC(=O)Cn1cc(C(=O)c2ccco2)c2ccccc21 ?
HCMV antiviral: -24; FBPA Giardia inh: 2%; HCV inhibitor: -11%; AmpC detergent: -9%; AMA1 RON2 block: -3%; Sm TGR inh: -11%

Results for Cc1ccnc(NC(=O)c2cc(F)c(F)cc2Cl)n1 ?
HCMV antiviral: -14; FBPA Giardia inh: 3%; HCV inhibitor: 12%; AmpC detergent: -2%; AMA1 RON2 block: 1%; Sm TGR inh: 10%

How did CCOc1cc(Br)cc(/C=C2\SC(=Nc3ccccc3)NC2=O)c1O do in these assays?
HCMV antiviral: -84*; FBPA Giardia inh: -10%; HCV inhibitor: inconclusive; AmpC detergent: -8%; AMA1 RON2 block: -2%; Sm TGR inh: -12%

What do the screens show for `COC(=O)c1cc(C(=O)NC(C)(C)CC(C)(C)C)cc([N+](=O)[O-])c1`?
HCMV antiviral: 28; FBPA Giardia inh: -12%; HCV inhibitor: -21%; AmpC detergent: 1%; AMA1 RON2 block: -11%

What do the screens show for `COc1cccc(N2CCN(C(=O)Nc3ccc4c(c3)NC(=O)CO4)CC2)c1`?
HCMV antiviral: inconclusive; FBPA Giardia inh: -6%; HCV inhibitor: -22%; AmpC detergent: -8%; AMA1 RON2 block: -3%; Sm TGR inh: -14%

How did COCCNC(=O)CCc1c(C)nc2c(-c3ccc(F)cc3)c(C)nn2c1C do in these assays?
HCMV antiviral: 9&48; FBPA Giardia inh: 2%; HCV inhibitor: -10%; AmpC detergent: inconclusive; AMA1 RON2 block: 5%; Sm TGR inh: -10%&0%

How did Cc1nc2cc(NC(=O)Nc3cccc(F)c3)ccc2n1C do in these assays?
HCMV antiviral: 43; FBPA Giardia inh: -1%; HCV inhibitor: -9%; AmpC detergent: -2%; AMA1 RON2 block: 26%; Sm TGR inh: 1%

What do the screens show for `Cc1ccc[n+](CC(=O)Nc2c(Cl)cc(Cl)cc2Cl)c1`?
HCMV antiviral: 8; FBPA Giardia inh: -19%; HCV inhibitor: 23%; AmpC detergent: 2%; AMA1 RON2 block: -21%; Sm TGR inh: 3%

What do the screens show for `O=C(c1ccc(Cl)c(S(=O)(=O)N2CCOCC2)c1)N1CCN(c2ccccn2)CC1`?
HCMV antiviral: -22; HCV inhibitor: -13%; AmpC detergent: inconclusive; AMA1 RON2 block: 5%; Sm TGR inh: -1%

How did O=C(N=C1SC2CS(=O)(=O)CC2N1c1ccccc1)C1CCCCC1 (configuration not stated) do in these assays?
HCMV antiviral: inconclusive; FBPA Giardia inh: 5%; HCV inhibitor: 18%; AmpC detergent: -10%; AMA1 RON2 block: -9%; Sm TGR inh: -6%

How did COc1cccc(CNC(=O)COC(=O)c2cccc(S(=O)(=O)N3CCCC3)c2)c1 do in these assays?
HCMV antiviral: -34; HCV inhibitor: 9%; AmpC detergent: inconclusive; AMA1 RON2 block: 0%; Sm TGR inh: 7%

Results for O=C(NC1CCSc2ccccc21)c1cc([N+](=O)[O-])ccc1N1CCOCC1 (configuration not stated) ?
HCMV antiviral: -33; HCV inhibitor: 7%; AmpC detergent: inconclusive; AMA1 RON2 block: -11%; Sm TGR inh: -3%

Results for COc1ccc(/C=N/NC(=O)c2cc3c(ccc4ccccc43)o2)cc1OC ?
HCMV antiviral: inconclusive; HCV inhibitor: -15%; AmpC detergent: -12%; AMA1 RON2 block: 4%; Sm TGR inh: 2%

What do the screens show for `CN(C(=O)c1cc2c(=O)oc3ccccc3c2s1)c1ccc(F)cc1`?
HCMV antiviral: -5; AmpC detergent: inconclusive; Sm TGR inh: -5%

Results for CCOc1ccc(/C=N/NC(=O)C(C)Sc2ccccn2)cc1OCC (configuration not stated) ?
HCMV antiviral: 20; FBPA Giardia inh: -2%; HCV inhibitor: -6%; AmpC detergent: -11%; AMA1 RON2 block: -11%; Sm TGR inh: -5%

What do the screens show for `CCCCNc1cccc2c1S(=O)(=O)N(CCCC)CC(COCc1ccccc1)O2` (configuration not stated)?
HCMV antiviral: -21; HCV inhibitor: inconclusive; AMA1 RON2 block: 2%

What do the screens show for `CCc1ccc(C2CC(c3ccc(Cl)cc3)=NNC2=O)cc1` (configuration not stated)?
HCMV antiviral: -18; FBPA Giardia inh: 0%; HCV inhibitor: -3%; AmpC detergent: 2%; AMA1 RON2 block: 14%; Sm TGR inh: 7%

How did CC(C)c1nc2oc3c(N(C)CCO)ncnc3c2c2c1CCC2 do in these assays?
HCMV antiviral: 10; FBPA Giardia inh: -9%; HCV inhibitor: -25%; AmpC detergent: -11%; AMA1 RON2 block: 9%; Sm TGR inh: 8%
